Insulin prom inh = inhibitors of insulin promoter-driven GFP, primary screen, imaging, TRM-6 cells (human fetal islet line), eGFP reporter, cell count | 130,000 tested, 0.9% active | inhibition, % at 2 µM | reporter expression induced with tamoxifen;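 active = inhibition above the mean plus 3 SD, with well images judged a real hit on visual review, cut at about 60% in these data, passing the limit was not always enough; inconclusive = inhibition over the cutoff but images rejected on review; inactive = inhibition not above the cutoff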
sdo1 growth = growth rescue of sdo1-depleted yeast, primary screen, S. cerevisiae, bone marrow failure model | 140,000 tested, 0.21% active | AID 817, 2007 | S. cerevisiae sdo1-depleted JHY4D growth rescue, OD600 30 h; hits give high values; pdr5 snq2 efflux-pump mutant strain | z-score at 10 µM;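 active = z-score above 3 at both the 24 hr and the 30 hr optical density reads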;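 also: z-score against mean and SD of all compound wells on the same plate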
sdo1 growth Rescue 24 h = also measured in sdo1 growth; calls as there; z-score; S. cerevisiae sdo1-depleted JHY4D growth rescue, OD600; measured here: growth rescue at 24 h;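 0 is the plate mean of compound wells and units are plate SD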
* = called active by the depositor; ? = inconclusive; / = no result given. Some of the compounds tested; count on the stated rates, not on these rows.

SMILES	Insulin prom inh	sdo1 growth	sdo1 growth Rescue 24 h
CCOc1ccc(C(=O)NC(=S)Nc2cccc(NC(=O)c3ccco3)c2)cc1[N+](=O)[O-]	/	-0.47	-0.69
CCCCc1cc(=O)oc2cc(OCC(=O)N(CC)CC)c(Cl)cc12	/	-0.98	-0.23
CCOC(=O)N1CCN(C(=O)/C(=C/c2cccs2)NC(=O)c2cccs2)CC1	38	/	/
O=C1C2C3C=CC(C3)C2C(=O)N1c1cccnc1 (configuration not stated)	-19	0.11	-0.43
O=C(Cc1ccccc1)NC(=S)Nc1cccc(C(F)(F)F)c1	16	-1.8	-0.88
COc1cc(C=C2C(=O)c3ccccc3C2=O)cc(OC)c1OC	-404	/	/
COc1cnc(SCC(=O)O)[nH]c1=O	-68	1	0.43
Cc1cc(C)cc(-n2c(C)cc(/C=N/NC(=O)c3cccc([N+](=O)[O-])c3C)c2C)c1	-21	-0.08	0.7
COc1cccc(/C=N/NC(=O)C(C)n2nc(C)c([N+](=O)[O-])c2C)c1O (configuration not stated)	/	0.52	0.01
Cc1nc2ccc3nc(NC(=O)C4COc5ccccc5O4)sc3c2s1 (configuration not stated)	57	-2.5	-1.8
CCn1c(=O)c2c(n3cnnc13)-c1ccccc1CC21CCCCC1	-10	-1.6	-0.91
Cc1nc2c(ccc3c2ccc2nc(C)sc23)s1	25	0.34	0.25
CCn1c(SCC(=O)c2ccc(Cl)cc2)nnc1C(C)C	-8	1.1	1.7
Cc1ccc(N(C(=O)Cn2nnc(-c3cccs3)n2)C(C(=O)NC2CCCC2)c2ccncc2)cc1 (configuration not stated)	23	-0.81	0.96
CCOc1ccccc1C(=O)Nc1ccc2nc(N3CCN(c4ncccn4)CC3)cc(C)c2c1	-11	/	/
COc1ccccc1NCC(=O)N/N=C(\C)c1ccc(Br)s1	7	-0.35	-0.41
CCOC(=O)c1c(NC(=O)Nc2cccc(Cl)c2)sc(C)c1C	13	0.56	0.51
Cc1ccc(N(C(=O)C2CCCO2)C2C=CS(=O)(=O)C2)cc1Cl (configuration not stated)	16	1.4	0.69
CCn1c(SCC(=O)Nc2ccc3c(c2)c2ccccc2n3CC)nnc1-c1cnccn1	-5	0.78	1.6
CCCCn1c(CN2CCN(c3ccccc3)CC2)nc2c1c(=O)n(C)c(=O)n2C	/	-0.41	-0.38

Look-ups from the list:
In sdo1 growth, `CCn1c(SCC(=O)c2ccc(Cl)cc2)nnc1C(C)C` reads 1.1
In sdo1 growth Rescue 24 h, `CCCCc1cc(=O)oc2cc(OCC(=O)N(CC)CC)c(Cl)cc12` reads -0.23
In sdo1 growth, `CCn1c(=O)c2c(n3cnnc13)-c1ccccc1CC21CCCCC1` reads -1.6

(more compounds)
SMILES	Insulin prom inh	sdo1 growth	sdo1 growth Rescue 24 h
O=C(Nc1ccc2c(c1)OCO2)c1ccc[n+]([O-])c1	57	-0.68	-0.98
Nc1c(C(=O)NCc2ccco2)sc2nc3c(cc12)C(=O)CCC3	-6	-0.11	0.75
CCc1c(C)nc(SC)n(CC#N)c1=O	48	0.98	0.17
O=C(CCn1c(=O)sc2ccccc21)NCc1cccs1	-93	0.33	-0.01
CCOC(=O)c1c(C)[nH]c(C2=NNC(=Nc3ccccc3OC)SC2)c1C	-25	-1.3	-1.1
O=S(=O)(c1ccccc1)c1cnn2c(C(F)(F)F)cc(-c3ccccc3)nc12	-29	1.1	2.2
Cc1c(C#N)c2ccccc2n1CC(=O)N1CCc2ccccc2C1	0	/	/
O=C(CCN1C(=O)/C(=C\c2cccs2)SC1=S)Nc1nccs1	0	-1.5	-0.51
O=c1[nH]c(SCc2cccc(F)c2)nc2c1CCCC2	-21	-1.6	-0.49
Cc1ccsc1C(=O)OCC(=O)NCCC1=CCCCC1	/	-0.64	-0.05
Cc1ccc2cc(C#N)c(NCCNC(=O)C3CCC3)nc2c1C	/	-1	-0.27
O=C(O)c1cc(-c2ccccc2)n(-c2ccccc2)n1	-51	0.57	0.54
Cc1ccc(Cl)cc1N(CC(=O)Nc1cccc(N(C)S(C)(=O)=O)c1)S(C)(=O)=O	-124	/	/
CSc1ccccc1C(=O)N1CCN(c2ncccn2)CC1	36	/	/
CC(C)(CN1CCCCC1)NS(=O)(=O)c1ccc(Cl)cc1	6	-0.76	-0.41
FC(F)(F)c1ccc(/C=N/NC(=S)NC2CCCCC2)cc1	8	/	/
CCC(C)NC(=O)CSc1ccc(Cl)cc1 (configuration not stated)	0	0.31	-0.6
Cn1c(CSCc2ccc(Cl)c(Cl)c2)n[nH]c1=S	12	0.31	-0.18
CCOC(=O)Cn1c(=NC(=O)CSC(C)=O)sc2ccccc21	20	0.89	0.69
Nn1c(N2CCCCC2)nc2ccccc21	61	0.15	-0.32

Six records picked at random from the list so far, as already listed:
SMILES	Insulin prom inh	sdo1 growth	sdo1 growth Rescue 24 h
Cn1c(CSCc2ccc(Cl)c(Cl)c2)n[nH]c1=S	12	0.31	-0.18
Nn1c(N2CCCCC2)nc2ccccc21	61	0.15	-0.32
CCC(C)NC(=O)CSc1ccc(Cl)cc1 (configuration not stated)	0	0.31	-0.6
O=c1[nH]c(SCc2cccc(F)c2)nc2c1CCCC2	-21	-1.6	-0.49
O=S(=O)(c1ccccc1)c1cnn2c(C(F)(F)F)cc(-c3ccccc3)nc12	-29	1.1	2.2
CC(C)(CN1CCCCC1)NS(=O)(=O)c1ccc(Cl)cc1	6	-0.76	-0.41

(listing goes on)
SMILES	Insulin prom inh	sdo1 growth	sdo1 growth Rescue 24 h
CCCc1nnc(SCC(=O)N2C(C)CCCC2C)n1CC1CCCO1 (configuration not stated)	-50	-0.23	-0.23
O=C(CN(C(=O)CNS(=O)(=O)c1ccccc1)c1ccc2c(c1)OCCO2)NC1CCCCC1	-42	0.65	0.11
Cc1nn(-c2ccccc2)c(Oc2ccccc2)c1C=O	-7	-1.2	-0.74
O=C1C2C3C=CC(C3)C2C(=O)N1CNc1ccccn1 (configuration not stated)	7	1.3	1.2
Cc1ccccc1Cn1c(C(=O)OC(C)C)cc2c1ccn2C	-60	-1.1	-1.5
CC1(C)CC(=O)C=C(NCC2CCCO2)C1 (configuration not stated)	/	-0.66	-0.84
Cc1ccc(Cn2nnc3c(=O)[nH]c(C4CCN(S(=O)(=O)c5ccccc5)CC4)nc32)cc1	/	0.92	0.25
COC(=O)c1c(NC(=O)c2cccnc2)sc(C)c1C	-21	-1.2	-1.1
Cc1nc2c(C(=O)N3CCOCC3)cnn2c(C)c1Cc1ccc(Cl)cc1	-67	-0.69	-1.1
C=CCn1c(N2CCCC2)nc2c1c(=O)[nH]c(=O)n2C	/	0.11	0.13
COc1ccc(C(=O)NNC(=S)NC(=O)c2cc(-c3ccccc3)nc3ccccc23)cc1	11	0.63	0.61
COc1ccc(N2C(=O)C3CCCN3C2c2cccs2)cc1 (configuration not stated)	/	0.27	-0.35
CCOC(=O)CSc1nnc(CNC(=O)c2ccc(OC)cc2)n1-c1ccc(OC)cc1	-43	1.1	1.2
C=CCn1c(-c2ccc(OC)cc2)nc2nc3ccccc3nc21	-28	-0.37	0.07
O=C(Nc1nnc(-c2cccs2)s1)C1CC1	?	/	/
CC(C)CCN(C)C1CCN(S(=O)(=O)c2cccc(C(F)(F)F)c2)CC1	-12	-1.2	-0.53
O=C(c1ccccc1)N1CCN=C1c1ccccc1	-14	1.1	0.4
COc1cc(/C=C2/S/C(=N/S(=O)(=O)c3ccccc3)NC2=O)c([N+](=O)[O-])cc1OC	-38	0.51	0.61
CCOc1ncccc1C(=O)OCC(=O)c1cccs1	-30	0.35	0.52
CCc1ccc(NC(=O)Cn2c(=O)oc3cc(S(=O)(=O)N4CCOCC4)ccc32)cc1	/	0.13	-0.44
CSc1ccccc1C(=O)C1CCCN(S(=O)(=O)c2c(C)noc2C)C1 (configuration not stated)	-17	/	/
CC(=O)Nc1ccc(S(=O)(=O)Nc2ccc(S(=O)(=O)N3CCCCCC3)cc2)cc1	-23	1.2	1.4
COc1ccc([N+](=O)[O-])cc1/C=N/NC(=O)CNC(=O)c1cccc(F)c1	-13	0.12	-0.34
CCOC(=O)c1ccc(NC(=O)CCC(CC)C(=O)O)cc1 (configuration not stated)	/	0.89	1.1
COc1ccccc1-c1c(C)nn2c(N3CCCCCC3)cc(C)nc12	/	-0.65	-1.5
O=c1oc(-c2ccccc2F)nc2c1cnn2-c1ccccc1	-74	-0.52	-0.82
Cc1onc(-c2c(F)cccc2Cl)c1C(=O)N1CCc2ccccc21	-31	1.3	-0.79
COc1ccc(C(CNC(=O)c2ccc(N3CCCC3=O)cc2)N(C)C)cc1 (configuration not stated)	-9	0.39	0.18
COc1ccc(-c2nc(CS(=O)CC(=O)NCc3ccc4c(c3)OCO4)c(C)o2)cc1 (configuration not stated)	/	-0.35	-0.68
Cc1cc(C)c(-c2csc(Cc3nc(-c4cc5ccccc5oc4=O)cs3)n2)cc1C	-7	0.24	-0.07
Cc1ccc(S(=O)(=O)CC(=O)Nc2nc(-c3ccccc3)cs2)cc1	17	-1.3	-0.72
CCSc1nnc(NC(=O)CSc2c(Cl)cccc2Cl)s1	-13	-0.09	0.18
COc1ccc(-n2c(Cc3cccn3C)nnc2SCC(=O)Nc2ccc(F)cc2)cc1	-10	-0.86	-0.86
Cc1cc(C)c(C(=O)CN2C(=O)NC3(CCC(C)CC3)C2=O)cc1C (configuration not stated)	-89	/	/
CN(C)/C=C(\C#N)C(=O)c1cccnc1Oc1cccc(F)c1	-30	0.44	0.54
Cc1oc2cc(OC(C)C(=O)O)ccc2c(=O)c1Oc1ccccc1 (configuration not stated)	3	1.2	1.4
Cc1c(Cl)cccc1NC(CC(=O)c1ccccc1)C(=O)O (configuration not stated)	-4	1.5	0.87
CCOC(=O)N1CCN(C(=O)C2CCN(c3ncnc4c3sc3cccc(F)c34)CC2)CC1	13	-0.57	-0.27
O=C1c2ccccc2C(=O)C12OC(c1ccccc1)C1(C(=O)c3ccccc3C1=O)C2c1ccc([N+](=O)[O-])cc1 (configuration not stated)	38	-0.41	-0.16
C=CCn1c(SCC(=O)Nc2cc(NC(C)=O)ccc2OC)nnc1-c1cccnc1	/	0.5	0.68
CC(C)C(C)NC(=O)COC(=O)c1cc(S(=O)(=O)N(C)C)ccc1N1CCCC1 (configuration not stated)	33	/	/
CCN(CC)S(=O)(=O)c1ccc2[nH]cc(C(=O)NCCN3CCCCC3C)c(=O)c2c1 (configuration not stated)	/	0.27	-0.76
CCOc1ccccc1NC(=O)C1CCN(S(=O)(=O)c2c(C)noc2C)CC1	11	-0.36	-1.1
CC(C)c1onc(C(=O)Nc2cccc(Cl)c2)c1[N+](=O)[O-]	18	/	/
O=C(COc1ccccc1)NCCc1nc2ccccc2[nH]1	/	0.19	-0.51
CCC(=O)Nc1nc2ccc(NC(C)=O)cc2s1	23	1.3	1.3
NS(=O)(=O)c1ccc(NC(=S)N2CCN(c3ccc(Cl)c(Cl)c3)CC2)cc1	-29	0.59	0.22
CC1CCCC(C)N1c1nnc(NC(=O)c2cc(-c3ccc(Br)cc3)on2)s1 (configuration not stated)	/	-1.2	-1.1
COc1ccccc1Cn1c(-c2ccccc2OC)nc2ccccc21	-7	-1.9	-0.98
CCCCn1c(=O)nc2n(-c3ccc(Cl)cc3)c3ccccc3cc-2c1=O	36	-0.35	-0.34
Cc1nn(C)c(Oc2ccccc2)c1CCNS(=O)(=O)c1ccccc1	/	-0.48	-0.02
COCCn1c(C)cc(C(=O)CSc2ccc(NC(C)=O)cc2)c1C	15	-0.37	-0.93
O=[N+]([O-])c1cccc2ccc(/C=C/c3ccc(F)cc3)nc12	4	-0.06	0.13
CCOc1cc(/C=N/O)cc(Br)c1OCC(=O)NCc1ccccc1	47	-1.1	-1.1
Cc1nc2ncnn2c(N2CCN(C(=O)Cc3cccs3)CC2)c1C	-308	0.54	-0.26
CC(C)(C)NS(=O)(=O)c1cc(C(=O)Nc2sccc2C#N)ccc1Cl	0	0.2	0.22
O=C(NCCCN1CCOCC1)C(=O)N/N=C/c1c(Cl)cccc1Cl	-6	/	/
CC(C)(C)c1nc2sc3c(c2c(=O)o1)CCCC3	19	-0.59	-0.93
CCC(C)(C)NC(=O)C(c1ccc(C)cc1)N(Cc1ccco1)C(=O)CCC(=O)Nc1nccs1 (configuration not stated)	2	-0.43	-0.47
O=C(CSc1nc2ccccc2c(=O)n1Cc1ccco1)NCc1ccco1	-300	-0.72	-0.46

Reprinted from the part before: 3 entries; new compounds follow.
SMILES	Insulin prom inh	sdo1 growth	sdo1 growth Rescue 24 h
CC(C)(C)c1nc2sc3c(c2c(=O)o1)CCCC3	19	-0.59	-0.93
CCC(C)(C)NC(=O)C(c1ccc(C)cc1)N(Cc1ccco1)C(=O)CCC(=O)Nc1nccs1 (configuration not stated)	2	-0.43	-0.47
O=C(CSc1nc2ccccc2c(=O)n1Cc1ccco1)NCc1ccco1	-300	-0.72	-0.46
O=C(Nc1ccccc1Cl)c1cccc(NS(=O)(=O)c2ccccc2)c1	30	-1	-0.82
CCOC(=O)c1[nH]ncc1CN1CCCC(C(=O)c2cccc3ccccc23)C1 (configuration not stated)	-20	/	/
COc1ccc2[nH]c(=O)c(CN(CC3CCCO3)C(=O)Nc3ccccc3)cc2c1 (configuration not stated)	/	0.64	0.5
COc1ncnc2c1sc1nc(-c3ccccc3)c3c(c12)CCCC3	31	0.35	1.4
CCn1c(=O)c2c3c(sc2n(C)c1=O)CCC3	20	1.1	1.3
Cc1ccc(O)c(CCc2ccccc2)n1	92*	0.56	0.22
COc1ccc(/C=C2\CCCC3C2=NN(C(=O)COC(=O)CNC(=O)c2ccccc2)C3c2ccc(OC)cc2)cc1 (configuration not stated)	/	0.11	1
CCOC(=O)c1ccc(NC(=O)c2ccc(C)c(S(=O)(=O)N3CCOCC3)c2)cc1	-17	-1	-0.8
C=CCc1cc(OC)ccc1OCCOCCC(C(=O)OCC)C(=O)OCC	-15	0.48	0.03

Bioassay records from PubChem BioAssay.
